NR2E3 ag-1 = activates human photoreceptor nuclear receptor NR2E3; GST-NR2E3/biotin-RetCOR TR-FRET, 1536-well; inhibition of corepressor binding, % at 4.78 µM; actives 0.12% (n = 320,000); AID 2300;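 active = percent inhibition above the cutoff of mean plus 3 SD of all tested compounds, set per screening campaign, cut at about 20% in these data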;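 note: 0% = DMSO wells and 100% = biotin wells as full block of FRET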
Target sequence (Q9Y5X4 whole entry, looked up): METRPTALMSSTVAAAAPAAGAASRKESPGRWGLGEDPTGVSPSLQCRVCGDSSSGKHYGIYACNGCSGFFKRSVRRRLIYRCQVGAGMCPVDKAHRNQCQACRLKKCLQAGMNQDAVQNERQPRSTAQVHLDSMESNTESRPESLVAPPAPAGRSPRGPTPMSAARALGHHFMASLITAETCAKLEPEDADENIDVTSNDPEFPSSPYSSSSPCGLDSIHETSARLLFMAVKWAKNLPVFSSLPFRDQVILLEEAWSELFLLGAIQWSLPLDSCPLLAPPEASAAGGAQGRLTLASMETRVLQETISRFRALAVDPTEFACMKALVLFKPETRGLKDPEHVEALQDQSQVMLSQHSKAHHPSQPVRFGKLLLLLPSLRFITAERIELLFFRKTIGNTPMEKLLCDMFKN
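Material: NR2E3–RetCOR corepressor complex / Amount: 1.35 nM GST-NR2E3 / Medium: Tris pH 7.5 / Compound: single nominal compound dose of 4.8 µM / Incubation: 5 h at 4 °C / Technique: TR-FRET, Eu(K)-anti-GST donor, streptavidin-D2 acceptor, ex 340, em 617/671 nm / Read-out basis: percent loss of FRET ratio relative to control wells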
MITF TRPM1 inh = MITF TRPM1 promoter inhibition in SK-MEL-5 cells; actives 0.83% (n = 330,000); SK-MEL-5 TRPM1 promoter luciferase, 24 h; AID 488899; inhibition, % at 12.5 µM;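 active = mean inhibition across replicates of 60% or more, whatever share of single replicates reaches that level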; note: values of inactives mirror those of a sister screen read the other way
NR2E3 ag-2 = activates human NR2E3 receptor; Q9Y5X4; CHO-S Gal4-NCOR/VP16-NR2E3 two-hybrid, luciferase; inhibition of corepressor binding, % at 3.98 µM; actives 0.35% (n = 360,000); AID 602229;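 active = inhibition above the mean of all tested compounds plus 3 SD, cut at about 70% in these data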;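 note: 0% = DMSO with NR2E3 transfected cells and 100% = cells lacking NR2E3 construct; higher means lower luciferase signal from less NR2E3 corepressor binding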
Shn3 3UTR inh = reduces Shn3 3'UTR luciferase signal in osteoblasts. Clone20 osteoblast Shn3 3'UTR firefly luciferase, 24 h. inhibition, % at 12.5 µM. actives 0.52% (n = 360,000). AID 588674;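 active = mean inhibition of at least 75% with every replicate also reaching 75%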;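 note: 0% = median of neutral control wells and 100% = pilot-screen positive control compound; some compounds past the cut are filed as inactive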
Peg3 promoter = reduces Peg3 promoter-driven luciferase expression in HeLa. AID 588405. inhibition, % at 20 µM. HeLa PEG-Prom luciferase reporter, luminescence, overnight. actives 1.7% (n = 360,000);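 active = inhibition of at least 50% at 20 µM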
TRAIL sens C8 = sensitizes caspase-8 expressing cells to TRAIL. NB7+C8 cells + TRAIL, ATPlite viability luminescence. inhibition (viability loss, TRAIL sensitization), % at 10 µM. actives 1% (n = 360,000). AID 624354;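 active = compounds causing at least 50% loss of cell viability in the single-dose screen, relative to plate controls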
hiPSC survival = enhancers of human iPSC single-cell survival; hiPSC single-cell survival, ATPlite luminescence; 100% = ROCK inhibitor wells, 0% = DMSO; survival enhancement, % at 20 µM; actives 0.044% (n = 360,000); AID 602274; in the data active = survival enhancement above about 18%;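 note: cells exposed to compounds for 16 hours before the ATP read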
CF NFkB inh = blocks PAF-induced NF-kB reporter in cystic fibrosis cells. AID 588850. KKLEB NF-kB-GFP reporter, GFP fluorescence overnight. inhibition, % at 5 µM. actives 0.86% (n = 360,000);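 active = at least 50% inhibition at 5 µM, scaled per plate between neutral and stimulator controls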;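 note: PAF is a Pseudomonas aeruginosa culture filtrate used as stimulus; plate controls were PAF-stimulated DMSO wells for no effect and unstimulated DMSO wells for full effect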
EBV LMP1 NFkB = reduces LMP1-driven NF-kappaB luciferase signal; inhibition, % at 12.5 µM; actives 0.69% (n = 350,000); LMP1-induced NF-kappaB luciferase reporter cells, luminescence; in the data active = inhibition above about 41%;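 note: 0% = neutral control wells and 100% = reference inhibitor control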
KKLEB tox = CF airway cell cytotoxicity counter-screen | KKLEB CF airway cells viability, ATPlite luminescence, overnight; stronger effect = lower value; cells stimulated with P. aeruginosa culture filtrate | activity change (cytotoxicity), % at 5 µM | actives 0.36% (n = 360,000) | AID 602141;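 active = corrected activity change at or below -50% at 5 µM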
HIF-2a inh = blocks HIF-2a reporter activity. 786-0 RCC cells HIF-2a reporter, luciferase luminescence, overnight. inhibition, % at 18.8 µM. actives 0.72% (n = 360,000). AID 624352;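 active = inhibition of the luminescence signal of 40% or more relative to plate controls, in a single-dose primary screen at 18.75 µM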
Active calls of the source: *; / = no result given. Not all compounds are listed, so the mix of outcomes need not match the whole.

Molecule	NR2E3 ag-1	MITF TRPM1 inh	NR2E3 ag-2	Shn3 3UTR inh	Peg3 promoter	TRAIL sens C8	hiPSC survival	CF NFkB inh	EBV LMP1 NFkB	KKLEB tox	HIF-2a inh
Cc1cc(C(=O)OCC(=O)Nc2c(F)cccc2F)c(C)n1-c1ccccc1	1	-26	-22	66	-247	36	-0.8	-13	-15	-17	-261
CN(C)S(=O)(=O)Nc1cccc(NC(=O)CC23CC4CC(CC(C4)C2)C3)c1	1	-8	-24	15	11	16	-0.7	5	-2	3	25
COc1ccc(S(=O)(=O)NCc2ccccc2Cl)cc1OC	3	2	-21	-9	2	-4	0.6	7	-2	-12	16
Cc1cc(C)c[n+](C(C)C(=O)c2ccc(Cl)cc2)c1 (configuration not stated)	5	3	11	16	19	-15	0.0	11	-8	-6	19
COCCNC(=O)CCc1c(C)nc2c(c(C)nn2-c2ccc(C)cc2)c1C	2	12	-28	8	14	15	-0.5	2	1	-11	21
CCOC(=O)c1ccc(NC(=O)CN2C(=O)C(C)SC(C)C2=O)cc1 (configuration not stated)	-1	-9	-3	-10	-7	-2	-2.3	-12	-3	27	10
Cc1ccc(C(=O)NC(=S)NNC(=O)c2ccccc2[N+](=O)[O-])cc1	-2	3	-25	3	-20	8	-1.3	9	-6	-4	-23
CC(C)C(=O)N1CCN(c2nc(-c3ccccc3)c3c(c2C#N)CCCC3)CC1	1	7	-17	-13	-2	5	-1.3	10	1	-10	-2
CC1CCc2nc3ccc(S(=O)(=O)N4CCC(C(=O)O)CC4)cc3c(C(=O)O)c2C1 (configuration not stated)	1	17	12	2	4	2	-1.2	8	0	6	18
O=C1C2C3C=CC(CC3)C2C(=O)N1/N=C/c1c[nH]c2ccccc12 (configuration not stated)	-2	-50	-23	-45	-218	3	2.0	12	-7	-6	-198
COc1ccc(NC(=O)CC(C)NCCCN2CCCC2=O)cc1 (configuration not stated)	-1	0	-21	-7	7	6	-0.5	-3	-8	13	4
CCOc1ccc(OCC(=O)OCn2c(SC)nnc(C)c2=O)cc1	2	-12	-3	8	3	6	1.8	-2	7	4	16
Cc1cccc(CN2C(=O)CSc3ccc(C(=O)NC4CC4)cc32)c1	-2	20	-7	-4	19	-8	0.2	-5	-3	0	4
Cc1cc(NS(=O)(=O)c2ccc(NC(=O)C(C)Oc3ccc(C(C)C)cc3)cc2)no1 (configuration not stated)	-2	3	-15	-7	-1	0	-0.7	-6	-1	5	7
CS(=O)(=O)/C(C#N)=C/c1cccn1S(=O)(=O)c1ccccc1	1	-6	-9	0	11	1	-0.3	4	-3	8	17
CC1CCC(C(C)C)C(OCC(O)CNC(C)C)C1 (configuration not stated)	-2	8	8	7	0	-3	-0.2	-1	4	-4	14
COc1ccc(Cl)cc1Nc1cc(C)nc2nc(C)nn12	1	1	9	-3	6	-2	-0.3	-4	-1	-7	7
O=C(/C=C\c1ccco1)Nc1ccc(N2CCN(C(=O)c3ccccc3)CC2)cc1	-4	16	-19	-12	-9	0	-0.3	-5	5	8	-2
O=C(COc1cccc2ccccc12)N/N=C/c1ccc(Sc2nc3ccccc3s2)o1	0	2	-22	21	-7	11	-0.8	-22	0	4	7
O=C(N/C(=C/c1ccc(F)cc1)C(=O)N1CCCC1)c1ccccc1	-5	0	-13	-8	16	6	-0.6	9	3	2	13
COc1ccccc1CCCNC(=O)C1CCC(=O)N(Cc2ccccc2F)C1 (configuration not stated)	3	-151	-104	-80	-297	-12	0.0	-14	-27	-2	-217
Cc1cc(NC(=O)CSc2n[nH]c(-c3ccccc3Br)n2)no1	/	4	1	-13	2	-1	-0.4	-4	-4	7	5
CCOc1ccc(C(=O)N2CCN(c3cnn(-c4ccccc4)c(=O)c3Cl)CC2)cc1	3	-9	6	5	20	0	-1.1	-6	0	3	17
Cc1cc(/C=C2\Sc3ccccc3N2C)cc(C)[n+]1CC1CCCO1 (configuration not stated)	/	74*	-3	89*	70*	13	0.6	-4	19	-29	-2
CCN(CC)C(=O)c1cccc(-c2csc(C(O)c3ccc(F)c(OC)c3)n2)c1 (configuration not stated)	/	/	19	20	14	17	1.5	9	/	3	9
CN1/C(=C\C=Nc2ccc3ccccc3c2)C(C)(C)c2ccccc21	3	8	-78	45	2	9	2.5	-26	-6	7	-23
Cc1cccc(N2CCN(C(=O)C3CCN(S(=O)(=O)N4CCOCC4)CC3)CC2C)c1 (configuration not stated)	-1	20	-35	14	10	1	-1.1	5	3	0	6
CCOC(=O)C1=C(C)OC(N)=C(C#N)C1c1ccc(C)s1 (configuration not stated)	-1	-1	-23	-10	29	-1	-1.7	4	2	8	1
Cc1cccc(C)c1NC(=O)CNC(=O)C1CCCC1	1	-6	-31	-4	-3	9	-0.2	-6	1	16	12
CS(=O)(=O)Oc1ccc(/C=C2\C(=N)N3N=C(CC(=O)N4CCOCC4)SC3=NC2=O)cc1Cl	-1	-1	-29	-2	-4	10	-0.6	0	-4	8	9
O=C(OCN1C(=O)c2ccccc2C1=O)c1cccc(S(=O)(=O)N2CCOCC2)c1	3	6	-7	4	16	-4	-0.1	14	-7	-1	15
CN[C@H]1C[C@H]2c3cc(-c4ccccc4)ccc3CCN2C(=O)[C@H]1[C@H](C)O	/	/	-2	-6	0	-12	-1.6	-1	-2	-3	-4
CC(=O)Oc1ccc2c(c1)O/C(=C\c1ccncc1)C2=O	3	-23	9	8	-31	10	-0.5	18	5	6	-13
N#Cc1c(-c2cccc(Cl)c2)[nH]c(=S)[nH]c1=O	5	-1	-14	-1	2	11	0.4	-5	-3	7	14
O=C(CN1CCOCC1)NNC(=S)Nc1ccc(Cl)cc1	5	11	-22	-14	-7	3	-0.6	2	-7	2	-10
NNC(=O)CCN1CCN(Cc2ccccc2)CC1	0	9	-6	7	8	4	-0.2	-9	-2	2	14
Cc1ccc(CN(C(=O)c2c(F)cccc2F)C2CC(C)(C)NC(C)(C)C2)o1	1	0	-16	3	4	-2	-3.4	4	-2	1	7
Cc1ccc(S(=O)(=O)N2CCC(=O)N(CCOC(=O)Nc3ccc(F)cc3)CC2)cc1	0	/	-38	24	-9	-6	0.0	-7	0	12	-44
Cc1cc(=O)oc(C)c1C(=O)NC1CC(C)(C)NC(C)(C)C1	-1	10	11	-8	15	-1	3.4	-6	4	0	5
Cc1cc(NC(=O)CSc2nnc(-c3ccco3)n2C)no1	-1	-5	-15	-2	1	1	-0.5	-5	71*	4	1
O=c1c2ccccc2nc(/C=C/c2ccccc2)n1CCCO	1	1	21	-8	-31	2	-0.5	2	5	1	-18
CCNC(=O)Nc1ccccc1C(=O)OC	2	10	-16	-15	3	-2	0.5	-15	-2	8	17
Cc1cc(Cl)c(S(=O)(=O)NCc2cccnc2)cc1OCC(=O)NC1CCCCC1	-2	5	-9	26	15	-10	0.5	19	2	-3	13
CS(=O)(=O)c1ccccc1-c1nnc(NC(=O)c2ccc(S(=O)(=O)N3CCCC3)cc2)o1	-1	8	-6	-1	12	2	0.1	4	-1	2	18
C[C@H]1CN([C@@H](C)CO)C(=O)Cc2cc(NC(=O)CCC(F)(F)F)ccc2O[C@H]1CN(C)S(=O)(=O)c1ccc(Cl)cc1	/	30	9	28	1	15	0.9	19	4	-23	15

Overlap with the part before: two compounds, then new ones.
Molecule	NR2E3 ag-1	MITF TRPM1 inh	NR2E3 ag-2	Shn3 3UTR inh	Peg3 promoter	TRAIL sens C8	hiPSC survival	CF NFkB inh	EBV LMP1 NFkB	KKLEB tox	HIF-2a inh
CS(=O)(=O)c1ccccc1-c1nnc(NC(=O)c2ccc(S(=O)(=O)N3CCCC3)cc2)o1	-1	8	-6	-1	12	2	0.1	4	-1	2	18
C[C@H]1CN([C@@H](C)CO)C(=O)Cc2cc(NC(=O)CCC(F)(F)F)ccc2O[C@H]1CN(C)S(=O)(=O)c1ccc(Cl)cc1	/	30	9	28	1	15	0.9	19	4	-23	15
Fc1cccc(CNCc2ccc3c(c2)OCO3)c1	0	0	-3	-4	-5	4	-0.8	10	1	10	-24
CCOC(=O)[C@H]1[C@H]2COc3ccc(Cl)cc3[C@@H]2N2C(=O)CN(Cc3ccccc3)C(=O)[C@@]12C	4	-11	-15	9	14	8	-2.2	-5	7	-14	16
Cc1ncc(CC(=O)n2cc(C(=O)c3cc(Cl)ccc3O)cn2)s1	0	-8	-38	-3	-41	-5	-1.4	61*	-1	-36	-63
Cc1cc([N+](=O)[O-])nn1CCCC(=O)Nc1cccnc1Cl	3	-8	-39	-21	-4	6	-0.6	4	0	5	7
CC#CC(=O)N1CCC(CCc2ccccc2)(C(=O)OCC)CC1	-2	11	-3	14	11	4	2.0	-19	-5	7	6
Cc1c(C(=O)Nc2nccs2)sc2nc(-c3cccs3)cc(C(F)(F)F)c12	2	16	9	-4	19	14	-1.5	2	2	12	-40
Cc1nn(C(=O)c2cc([N+](=O)[O-])ccc2Cl)c(C)c1Br	5	3	-18	-1	-2	17	0.2	5	-5	-4	-16
COc1cccc(-n2c(Cc3cc(=O)[nH]c(=O)[nH]3)nnc2SCC(=O)N2CCC(C)CC2)c1	4	-12	-9	5	4	-18	-0.7	-2	5	3	7
Cc1nn(-c2ccccc2)c(C)c1P(=O)(c1ccccc1)N(C)C (configuration not stated)	-3	-2	-17	5	-5	-1	3.1	6	0	-14	12
CCc1ccc(-n2c(=S)sc3c(=O)n(-c4ccccc4C)c(SCC(=O)O)nc32)cc1	2	-4	11	-16	1	0	1.3	6	7	-10	10
COc1ccc(/C(C)=N/NC(=O)CNC(=O)c2cccnc2)cc1OC	-2	-3	-3	2	2	-17	-0.5	-6	4	-2	5
CC(=O)C1=C(O)CCCC1=NCc1nc2ccccc2[nH]1	-2	-3	1	1	-13	14	-0.5	-29	4	-4	10
C[C@@H](NCCCn1ccc(NC(=O)OCc2ccccc2)nc1=O)c1cccc2ccccc12	/	-16	-10	-16	71*	3	-0.1	-9	-1	-7	1
CC(C)(NC(=O)c1cc(Cl)c2ccccc2c1O)C(=O)O	6	7	-20	-28	8	-23	1.3	-14	-8	-1	21
O=C(CC(c1ccc(F)cc1)c1ccco1)Nc1nccs1 (configuration not stated)	1	-15	-14	1	-106	15	0.0	0	5	2	-12
CCOC(=O)C1CCN(C(=O)Cc2ccc(OC)c(OC)c2)CC1	-1	-2	11	8	4	-8	1.2	6	-3	-6	5
CCc1cc(-c2n[nH]c(=S)n2N)n(C)n1	0	7	-10	-5	-3	0	-3.2	-8	-5	2	4
CCOC(=O)COc1c(C=O)cc(Br)cc1OC	-1	-1	-20	9	1	11	-0.8	-1	-4	-11	13
